AmpC inh detg: inhibitors of E. coli AmpC beta-lactamase with detergent. P00811. AmpC hydrolysis of nitrocefin, absorbance 480 nm, 0.01% Triton. Potency, µM (top dose mostly 114 µM), inactives show top-dose activity change, negative = inhibition, most hits filed as inhibitors. actives 0.041% (n = 370,000). AID 485294;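 note: potency is the fitted concentration of half-maximal effect; 0% = no-compound wells and -100% = no-enzyme wells; nearly all actives have a fitted effect of over 25% in size; some results filed as inactive show a strong effect at the top dose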
Target sequence (P00811 whole entry, looked up): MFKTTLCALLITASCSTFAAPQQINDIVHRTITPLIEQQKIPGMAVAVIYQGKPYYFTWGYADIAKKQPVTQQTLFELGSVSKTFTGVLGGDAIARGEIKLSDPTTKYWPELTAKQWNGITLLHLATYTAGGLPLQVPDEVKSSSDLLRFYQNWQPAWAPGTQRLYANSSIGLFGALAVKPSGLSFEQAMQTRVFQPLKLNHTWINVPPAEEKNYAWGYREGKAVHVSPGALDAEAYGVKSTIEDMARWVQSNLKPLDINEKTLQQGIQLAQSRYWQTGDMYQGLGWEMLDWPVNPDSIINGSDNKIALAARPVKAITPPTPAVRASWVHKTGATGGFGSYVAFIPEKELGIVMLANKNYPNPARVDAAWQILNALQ
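20 mM phosphate pH 7.0 + 0.01% (detergent screen) or 0.0001% Triton X-100; 5.3 nM AmpC reagent; cpd preinc 15 min RT; nitrocefin (800 uM stock) to start; A480 q20 s × 4 min; Activity was normalised to no-enzyme and no-compound control wells.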
Sm TGR inh: blocks Schistosoma mansoni thioredoxin glutathione reductase; Q962Y6; purified TGR, DTNB reduction, TNB absorbance 405 nm; Potency, µM (titrated, usually from 114 µM), without a hit: top-dose activity change, negative = inhibition, most hits filed as inhibitors; actives 3% (n = 360,000); AID 485364; note: potency is the fitted concentration of half-maximal effect; nearly all actives have a fitted effect of over 60% in size
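First, TGR (20 nM dispensed) and NADPH were mixed with compound. Second, a 15 min room-temperature incubation followed. Third, further NADPH and then DTNB were added to start the reaction. Finally, TNB absorbance was monitored kinetically.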
Giardia FBPA inh: blocks Giardia fructose-bisphosphate aldolase activity; actives 0.71% (n = 290,000); purified Giardia FBPA; Potency, µM (series often up to 59.6 µM), for the others: at the highest dose activity, negative = inhibition, hits mostly inhibitors; A8B2U2; AID 2451; note: potency is the fitted concentration of half-maximal effect; nearly all actives have a fitted effect of over 55% in size
Target sequence (A8B2U2 whole entry, looked up): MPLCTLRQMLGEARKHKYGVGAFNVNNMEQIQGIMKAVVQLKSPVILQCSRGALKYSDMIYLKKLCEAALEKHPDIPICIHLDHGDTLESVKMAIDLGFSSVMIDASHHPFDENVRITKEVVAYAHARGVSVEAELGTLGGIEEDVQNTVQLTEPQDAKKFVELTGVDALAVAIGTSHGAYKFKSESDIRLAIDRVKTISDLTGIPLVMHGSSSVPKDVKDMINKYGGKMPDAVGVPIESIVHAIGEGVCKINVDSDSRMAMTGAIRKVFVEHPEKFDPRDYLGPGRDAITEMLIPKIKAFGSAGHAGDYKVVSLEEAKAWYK
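Giardia FBPA (40 nM reagent) was preincubated 10 min at RT with compound (up to 57.5 uM final), then substrate plus GAPDH/TPI/NAD/arsenate coupling system with diaphorase/resazurin was added; resorufin fluorescence (525/598 nm) was read after 20 min.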
HCV inhibitor: HCV inhibition | Potency, µM (top dose mostly 41.8 µM), without a hit: at the highest dose activity change, negative = inhibition, hits mostly inhibitors | actives 3.4% (n = 340,000) | Huh7.5.1 HCVcc-Cre infection, luciferase reporter, 44 h; note: potency is the fitted concentration of half-maximal effect
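Reporter virus HCVcc-Cre (~0.5 moi) infects cells exposed to compound; seeding density 1,000 cells/well with 4 h settling beforehand. Luminescence, 15 sec read, taken 44 h post-infection following a 15 min RT substrate incubation.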
AmpC no deterg: blocks E. coli AmpC beta-lactamase in detergent-free assay. P00811. AmpC nitrocefin hydrolysis, absorbance 480 nm, 0.0001% Triton. Potency, µM (top dose mostly 57.1 µM), inactives show at the highest dose activity change, negative = inhibition, most hits filed as inhibitors. actives 0.52% (n = 330,000). AID 485341;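 note: potency is the fitted concentration of half-maximal effect; plate controls were no compound for no effect and no enzyme for full effect; nearly all actives have a fitted effect of over 20% in size; some results filed as inactive show a strong effect at the top dose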
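AmpC (5.3 nM in the dispensed reagent) in 20 mM phosphate pH 7.0 with 0.01% (detergent screen) or 0.0001% Triton X-100 was preincubated with compounds for 15 min at room temperature. Nitrocefin was then added from an 800 uM solution, and hydrolysis was followed at 480 nm.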
HCMV inh: inhibitors of human cytomegalovirus. actives 4.5% (n = 410,000). AID 1259415. activity change, negative = inhibition, % at 57.5 µM. HFF cells, HCMV-luciferase reporter, 72 h; active compounds read low; in the data active = activity change below about -60%; inconclusive = no clear call, values can overlap the other calls; inactive = above about -39%
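Compounds were evaluated in HFFs infected with an HCMV luciferase reporter virus (MOI 1 PFU/cell). Luciferase in lysates collected 72 h post infection served as the replication measure.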
* hit, by the source's call; ? = inconclusive; nt = not tested or not shown; & = joins results of further samples; [ ] = remark or other dose. Unless noted, calls come from the whole dose curve; as a rule, active = well fitted curve in the direction sought with a large enough effect; inconclusive = small, poorly fitted or top-dose-only effect, or another doubt; inactive = no such curve, though single readings can be large; an effect the other way counts as inactive or inconclusive. Unless noted, % is set by controls: 0 for no effect and ±100 for the full control effect. Random draw from the library; about 9.9% have a hit in one of these screens.

#	canonical_smiles	AmpC inh detg	Sm TGR inh	Giardia FBPA inh
1	COC(=O)CCCC1=CC2=C(c3ccccc3)C(=O)C(C)(OC(=O)C3CCCC3)C(=O)C2=CN1CCN1CCOCC1 (centres undefined)	-2%	35µM*	?
2	CCOC(=O)c1cnc(SC)nc1Sc1cc(Cl)ccc1Cl	-8%	6%	-1%
3	COc1ccc(C2N(c3cc(C)on3)C(=O)C3CCCN32)cc1 (centres undefined)	8%	12%	-6%
4	N#Cc1ccc(CN2CCN(C(=O)c3cc(Cl)c4c(c3)OCCO4)CC2)cc1	1%	-21%	nt
5	CC(C)CCNC(=O)C(c1cccs1)N(CC1CCCO1)C(=O)Cn1nnc2ccccc21 (centres undefined)	1%	-9%	-12%
6	CCN(CCCNC(=O)c1nn(-c2ccc(C)cc2)c(=O)c2c1c1ccccc1n2C)c1ccccc1	0%	-2%	nt
7	CCC1CCCCN1CCCNC(=O)c1ccc(N2CCCC2=O)cc1 (centres undefined)	-1%	2%	nt
8	COc1ccc(-c2cn[nH]c2-c2ccc(OC)cc2)cc1	2%	7%	-1%
9	CCOC(=O)c1c(NC(=O)CN2CCC(C)CC2)sc(C)c1C	-4%	0%	0%
10	CCOCCCNC(=O)N1CCN(S(=O)(=O)c2ccc3c(ccn3C)c2)CC1	1%	5%	nt
11	COc1ccc(N(C)S(=O)(=O)c2cccc(C(=O)N3CCN(S(=O)(=O)c4ccc(C)cc4)CC3)c2)cc1	5%	-2%	nt
12	CCn1c(CSc2nnc(-c3ccncc3)n2C)nc2cc(C(=O)O)ccc21	4%	6%	?

#	HCV inhibitor	AmpC no deterg	HCMV inh
1	16%	93%[activator]	-6
2	-2%	18%	-9
3	-5%	-18%	4
4	?	29%	3
5	21%&6%	9%	-5
6	nt	nt	13
7	18%	-18%	7
8	?	-21%	?
9	16%	-31%	?
10	nt	nt	12
11	?	126%[activator]	-34
12	7%	-6%	-24

(next part)
#	canonical_smiles	AmpC inh detg	Sm TGR inh	Giardia FBPA inh
13	NC(=O)c1nn(-c2ccccc2)nc1N	-2%	5%	-12%
14	Cc1ccc(/C=N/NC(=O)CSc2nc3ccccc3o2)cc1	-4%	5%	-4%
15	COc1ccccc1CN(Cc1nc2ccccc2c(=O)[nH]1)C(=O)Nc1ccccc1C	?	-28%	-24%
16	Fc1ccc(C2CC(c3ccccc3)n3ncnc3N2)cc1 (centres undefined)	-2%	-6%	8%
17	CCN1CCN(C2CCCCC2NS(=O)(=O)c2ccccc2)CC1 (centres undefined)	0%	3%	-1%
18	CCN1CCCC1CNS(=O)(=O)c1cc(Br)cc2c1N(C(=O)C1CC1)CC2 (centres undefined)	?	-21%	-4%
19	Cc1cc2cc(CNC(=O)c3ccc(Br)o3)ccc2n1C	-6%	14µM*	?
20	CC(=O)NC(=S)Nc1ccc(S(=O)(=O)Nc2nc(C)cc(C)n2)cc1	1%	-11%	-3%
21	CCOc1cccc(C2/C(=C(/O)c3ccc4c(c3)CC(C)O4)C(=O)C(=O)N2Cc2ccncc2)c1 (centres undefined)	-2%	-2%	nt
22	COc1ccc(C(CC(=O)O)NC(=O)COc2ccccc2OC)cc1OC (centres undefined)	?	-2%	-1%
23	Cc1ccc2nc(NC3=NCN(Cc4cccnc4)CN3)nc(C)c2c1	4%	-13%	1%
24	COc1ccc(CNC(=O)Cn2c(=O)nc(-c3ccccc3)c3ccccc32)cc1OC	?	1%	nt

#	HCV inhibitor	AmpC no deterg	HCMV inh
13	-1%	-5%	-23
14	3%	-13%	89
15	-22%	-23%	-5
16	6%	-14%	-6
17	4%	-17%	20
18	?	1%	-21
19	-1%	40%	21
20	7%	-15%	-12
21	17%	-52%	-12
22	11%	-8%	-3
23	?	-7%	29
24	nt	nt	3

Only AmpC inh detg and Giardia FBPA inh (2 entries from above):
item	smiles	AmpC inh detg	Giardia FBPA inh
21	CCOc1cccc(C2/C(=C(/O)c3ccc4c(c3)CC(C)O4)C(=O)C(=O)N2Cc2ccncc2)c1 (centres undefined)	-2%	nt
22	COc1ccc(C(CC(=O)O)NC(=O)COc2ccccc2OC)cc1OC (centres undefined)	?	-1%

Later entries:
#	canonical_smiles	AmpC inh detg	Sm TGR inh	Giardia FBPA inh
25	COc1ccc(NC(=O)CSc2nc3ncccc3[nH]2)c(OC)c1	17%	4%	nt
26	O=C(NCCO)Nc1ccc(Cl)cc1	3%	1%	3%
27	CC1CCCCN1CCCNC(=O)CN1C(=O)c2cccnc2Oc2ccc(Cl)cc21 (centres undefined)	3%&3%	18%&0%	nt
28	O=C(NCCN1C(=O)S/C(=C\c2cccnc2)C1=O)c1ccc(S(=O)(=O)N2CCCC2)cc1	0%	-18%	-3%
29	Nc1nonc1C(=O)N/N=C/c1ccc(-c2cccc([N+](=O)[O-])c2)o1	?	-29%	-25%
30	Cc1ccc(C)c(-c2csc(-c3cccnc3)n2)c1	-9%	6%	-1%
31	Cc1cccc(/C(N)=N/OC(=O)Cc2ccccc2)c1	0%	-24%	3%
32	O=C(/C=C/c1ccccc1)NNC1=NS(=O)(=O)c2ccccc21	-1%	4%	16%
33	COc1ccc(-c2csc(NC(=O)c3ccc(N4C(=O)CCC4=O)cc3)n2)cc1OC	1%	0%	-2%
34	CC(NCc1ccccc1Cl)C(=O)Nc1ccc(S(=O)(=O)N2CCCC2)cc1 (centres undefined)	-8%	2%	-26%
35	COc1ccc(OCCSc2nc(C)nc3ccccc23)cc1	4%	6%	-2%
36	COc1ccc(C(=O)CCC(=O)Nc2ccc(Cl)cc2)cc1	-23%	-5%	-2%

#	HCV inhibitor	AmpC no deterg	HCMV inh
25	nt	nt	9
26	4%	-13%	-38
27	6%	-13%	-26&0
28	?	-19%	4
29	0%	-18%	30
30	-19%	-14%	-34
31	-10%	-22%	-26
32	5%	0%	45
33	-27%	54%	-71*
34	-5%	-42%	-25
35	?	106%[activator]	-65*
36	8%	-23%	7

Entries of single compounds from above:
Shown for CCOCCCNC(=O)N1CCN(S(=O)(=O)c2ccc3c(ccn3C)c2)CC1 : AmpC inh detg = 1%; Sm TGR inh = 5%; Giardia FBPA inh = nt; HCV inhibitor = nt; AmpC no deterg = nt; HCMV inh = 12
Shown for COC(=O)CCCC1=CC2=C(c3ccccc3)C(=O)C(C)(OC(=O)C3CCCC3)C(=O)C2=CN1CCN1CCOCC1 (centres undefined) : AmpC inh detg = -2%; Sm TGR inh = 35µM*; Giardia FBPA inh = ?; HCV inhibitor = 16%; AmpC no deterg = 93%[activator]; HCMV inh = -6
Shown for Cc1ccc(C)c(-c2csc(-c3cccnc3)n2)c1 : AmpC inh detg = -9%; Sm TGR inh = 6%; Giardia FBPA inh = -1%; HCV inhibitor = -19%; AmpC no deterg = -14%; HCMV inh = -34

Next results:
#	canonical_smiles	AmpC inh detg	Sm TGR inh	Giardia FBPA inh
37	CC(C)CCC(CCN1CCOCC1)c1ccc2c(c1)OCO2 (centres undefined)	-3%	0%	?
38	Cc1cccc(/C=N/Nc2ccc3ccccc3n2)c1	-13%	0%	-2%
39	CN(CCO)c1cc(NCCCN2CCC(Cc3ccccc3)CC2)c2nonc2c1[N+](=O)[O-]	?	-2%	-8%
40	C/C(=N/NC(=O)CNC(=O)c1cccnc1)c1cccc([N+](=O)[O-])c1	-6%	0%	-1%
41	COCc1c(C(=O)N2CCN(c3ccccc3C)CC2)oc2ccccc12	nt	nt	nt
42	CCN=C1S/C(=C\c2cc(OCC)c(O)cc2Br)C(=O)N1CC	-6%	-20%	-4%
43	CC(NC(=O)COC(=O)C1CCN(c2ccc(C(F)(F)F)cn2)CC1)c1ccc(Br)cc1 (centres undefined)	0%	2%	nt
44	COc1ccc(CCNC(=O)COC(=O)CCC(=O)c2cccs2)cc1OC	nt	nt	nt
45	O=C(/C=C/c1ccc(S(=O)(=O)N2CCOCC2)cc1)NCCc1ccc(C(F)(F)F)cc1	1%	-6%	nt
46	Cc1noc(C)c1CSCC(=O)Nc1nc(-c2ccc(F)c(F)c2)cs1	3%	7%	nt
47	CC(C)(C)OC(=O)N[C@@H](CC(=O)OCc1ccccc1)C(=O)O	2%	12%	13%
48	O=C1C(=O)N(CCCN2CCOCC2)C(c2cccs2)/C1=C(/O)c1ccc2c(c1)OCO2 (centres undefined)	?	-35%	1%

#	HCV inhibitor	AmpC no deterg	HCMV inh
37	?	2%	-20
38	?	-22%[11.4 µM]	-31
39	?	-11%	15
40	-3%	-12%	-11
41	-23%	40%	-12
42	?	-49%	-9
43	0%	62%[activator]	19
44	-3%	-6%	-22
45	?	39%	-15
46	13µM*	-28%	-39
47	2%	-16%	?
48	-18%	-19%	29

Following part.
#	canonical_smiles	AmpC inh detg	Sm TGR inh	Giardia FBPA inh
49	O=C(NCC1CCCO1)c1cccc(N2C(=O)C3C4C=CC(C4)C3C2=O)c1 (centres undefined)	?	-15%	11%
50	CCCCn1c(N)c(N(CCC(C)C)C(=O)c2ccc([N+](=O)[O-])s2)c(=O)[nH]c1=O	0%	-15%	nt
51	COc1ccc2c(-c3ccccc3)cc(=S)[nH]c2c1	1%	-18%	20%
52	COC(=O)c1ccc(Nc2c([N+](=O)[O-])ccc3nonc23)cc1	-6%	-9%	-1%
53	CC1(C)CC(=O)c2c(oc3c(Cl)cc(NS(=O)(=O)c4ccc(Cl)cc4)cc23)C1	-3%	-9%	nt
54	O=C(O)CN1C(=O)/C(=C\c2cn(-c3ccccc3)nc2-c2ccccc2)SC1=S	-8%	2%	7%
55	COc1ccc(CNC(=O)C2CCC(CNS(=O)(=O)c3ccccc3)CC2)cc1 (centres undefined)	?	4%	0%
56	Cc1ccc(N2CC(C(=O)NCc3ccccn3)CC2=O)cc1 (centres undefined)	1%	-2%	-4%
57	CCn1c(O)c(C=Nc2ccc(N3CCOCC3)cc2)c(=O)n(CC)c1=S	1%	0%	-3%
58	CCN(CC(=O)Nc1c(F)cccc1F)C(=O)CSc1ccc(F)cc1	-18%	0%	nt
59	COc1ccc(CCNC(=O)CC2COc3ccccc3O2)cc1OC (centres undefined)	?	-2%	5%
60	COc1ccc(CNC(=S)Nc2cc(C)cc(C)c2)cc1	-17%	-9%	5%

#	HCV inhibitor	AmpC no deterg	HCMV inh
49	5%	-16%	-26
50	?	-27%	?
51	?	-30%	?
52	38%[activator]	-5%	0
53	nt	nt	8
54	19%	-34%	nt
55	?	-12%	18
56	12%	-8%	-21
57	-7%	1%	-11
58	5%	-2%	-17
59	1%	4%	1
60	-26%	-23%	9

The listing continues.
#	canonical_smiles	AmpC inh detg	Sm TGR inh	Giardia FBPA inh
61	COc1ccc(C2(c3ccc(OC)cc3)NC(=O)N(CC(=O)Nc3ccccc3C)C2=O)cc1	2%	-10%	nt
62	O=C(NCc1csc(-c2cccs2)n1)Nc1ccc(F)cc1F	4%	-5%	0%
63	CN(Cc1ccccc1)C(=O)COC(=O)c1ccc[nH]c1=O	nt	nt	nt
64	O=c1[nH]c(=O)n(C2CCCCCC2)c(O)c1C=NCc1ccc(F)cc1	?	-11%	-4%

#	HCV inhibitor	AmpC no deterg	HCMV inh
61	?	-3%	44
62	2%	-42%	-8
63	18%	-7%	-24
64	0%	4%	50
